# GPR151 ag: activators of human GPR151, primary screen, cell-based, PathHunter beta-arrestin, luminescence. G-protein coupled receptor 151 (Homo sapiens), Q8TDV0. PathHunter beta-arrestin GPR151 cells. activation, % at 11.2 µM. hit rate 1% among 650,000; in the data active = activation above about 4.9%;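 note: 0% = median of compound wells and 100% = cells with positive control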
# Target sequence (Q8TDV0 whole entry, looked up): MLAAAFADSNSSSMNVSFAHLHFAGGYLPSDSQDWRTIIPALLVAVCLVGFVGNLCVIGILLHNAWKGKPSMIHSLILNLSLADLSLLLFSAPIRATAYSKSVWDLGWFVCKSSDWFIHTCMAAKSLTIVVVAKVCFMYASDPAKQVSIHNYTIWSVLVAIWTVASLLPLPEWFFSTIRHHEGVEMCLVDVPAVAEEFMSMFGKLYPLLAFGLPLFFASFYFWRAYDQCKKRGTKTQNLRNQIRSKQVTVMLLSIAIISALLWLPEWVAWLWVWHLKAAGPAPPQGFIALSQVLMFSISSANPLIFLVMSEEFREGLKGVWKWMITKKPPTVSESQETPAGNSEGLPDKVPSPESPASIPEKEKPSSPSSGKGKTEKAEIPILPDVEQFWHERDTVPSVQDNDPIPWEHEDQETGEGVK
# TEAD-YAP block: TEAD-YAP interaction inhibition, primary screen, TEAD-YAP interaction inhibitor project, luminescence, HEK-TIYL cells. inhibition, % at 9.12 µM. hit rate 1.4% among 640,000. TEAD-Gal4/YAP UAS-luciferase luminescence; in the data active = inhibition above about 32%;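 note: 0% = median of test compound wells and 100% = reference inhibitor wells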
# MITF inh: MITF inhibitors, primary screen, biochemical, AlphaScreen, human. Microphthalmia-associated transcription factor (Homo sapiens), O75030. AlphaScreen MITF homodimerization, bead proximity signal. inhibition, % at 2.6 µM. hit rate 0.91% among 650,000; in the data active = inhibition above about 50%;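 note: 0% = vehicle wells with protein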
# Target sequence (O75030 whole entry, looked up): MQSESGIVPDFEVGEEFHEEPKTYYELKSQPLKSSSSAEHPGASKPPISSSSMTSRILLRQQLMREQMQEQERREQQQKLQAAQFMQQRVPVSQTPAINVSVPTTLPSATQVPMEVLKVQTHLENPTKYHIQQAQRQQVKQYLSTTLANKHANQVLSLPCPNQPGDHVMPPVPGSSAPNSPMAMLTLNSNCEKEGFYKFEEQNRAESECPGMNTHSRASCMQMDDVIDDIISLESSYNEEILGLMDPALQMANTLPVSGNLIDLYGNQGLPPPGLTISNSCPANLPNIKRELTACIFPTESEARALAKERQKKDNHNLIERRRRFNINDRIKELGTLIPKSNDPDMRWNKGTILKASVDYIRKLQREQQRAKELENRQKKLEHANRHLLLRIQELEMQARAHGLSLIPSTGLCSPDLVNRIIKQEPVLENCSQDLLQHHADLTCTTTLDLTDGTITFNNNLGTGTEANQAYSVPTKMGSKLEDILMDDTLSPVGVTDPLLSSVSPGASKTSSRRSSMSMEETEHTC
# FBW7 act: FBW7 E3 ligase activators, primary screen, biochemical, AlphaScreen, human; AID 1259310, 2017; AlphaScreen FBW7–phospho-cyclin E peptide binding, activator screen; hit rate 0.13% among 650,000; normalized activity (activation), % at 26.1 µM; in the data active = normalized activity above about 1.9%;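 note: purified mutant Fbw7 with reduced substrate affinity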
# * marks the source's active call; other numbers are inactive results.
SMILES,GPR151 ag,TEAD-YAP block,MITF inh,FBW7 act
COc1cc(CN2CCN(C3CCCCC3)CC2CCO)cc(OC)c1 (stereo not given),2.4,7.6,3.1,0.0
CCCn1c(COC)nc2ccccc21,-1.4,8.2,5.8,0.9
Cc1ccc(-c2cc(=O)c3cc(NC(=O)c4cccnc4)ccc3o2)cc1,0.8,8.2,-11.2,0.0
COc1ccc(CNS(=O)(=O)c2ccc(-c3cc(C)no3)cc2)cc1,-0.3,8.2,6.0,-0.1
CCn1c(SCC(=O)Nc2sc(C)c(C)c2C#N)nnc1C1CC1,-1.8,5.6,10.2,0.7
O=C(Nc1cccc(Cl)c1)C1CC(=O)N(Cc2ccccc2)C(=Nc2cccc(C(F)(F)F)c2)S1 (stereo not given),-0.6,7.3,8.3,-0.1
O=C(CSc1nc(=O)n2ccccc2n1)Nc1cc(C(F)(F)F)ccc1Cl,-0.5,9.8,-2.2,0.0
O=C(Oc1ccc(Cl)cc1)c1cc(S(=O)(=O)N2CCCCCC2)ccc1Cl,-0.5,2.9,2.4,0.1
CCOC(=O)N1CCC(Nc2nncc(-c3ccc4ccccc4c3)n2)CC1,-2.2,-28.4,-1.3,-0.1
CC(=O)Oc1ccc(C(=O)Nc2cccc(C#N)c2)cc1,-1.5,6.4,18.9,0.6
COC(=O)c1ccc(-n2c(C)cc(/C=C(\C#N)C(=O)Nc3ccc(OC)cc3)c2C)cc1,0.3,-5.0,3.5,-0.1
CC#CCN(CC#CC)S(=O)(=O)c1ccc(-n2cnnn2)c(C)c1,-0.6,4.3,3.7,1.0
CS(=O)(=O)c1cccc(C(=O)Nc2c(C(N)=O)oc3ccccc23)c1,1.4,12.4,18.1,0.3
CCN(CC)C(NC(=O)C(C)C)C(Cl)(Cl)Cl (stereo not given),0.5,0.6,-1.5,-0.1
COc1ccc2[nH]c(CN3CCC4(CC3)NC(=O)c3ccccc3O4)c(C)c2c1,-0.8,67.7*,2.1,0.0
CC(C)=CCN1CCN(Cc2ccc(N3CCNC3=O)cc2)CC1CCO (stereo not given),2.9,6.7,2.1,0.0
O=C(CSc1ncn[nH]1)Nc1ccc2c(c1)OCCO2,-0.4,-9.7,1.3,0.0
CCCCNC(=O)Cc1ccc(NC2=NC3CS(=O)(=O)CC3S2)cc1 (stereo not given),1.4,10.4,-3.0,-0.1
CCOC(=O)CSc1nc2c(sc(=S)n2-c2ccc(C)c(C)c2)c(=O)n1-c1ccccc1OC,-1.5,-3.8,26.4,0.0
COC(=O)c1ccc(C(=O)Nc2ccc(S(=O)(=O)Nc3cc(C)on3)cc2)cc1,-0.5,-8.4,1.1,-0.1
CCn1c(=S)[nH]c2scc(-c3ccc(F)cc3)c2c1=O,-0.4,-9.3,-3.9,-0.3
C=CCN1CC(c2nc3ccccc3n2CC(O)COc2ccc(C)cc2C)CC1=O (stereo not given),-0.1,2.9,14.7,0.0
Cc1ccc(N(CC(=O)Nc2ccc(C)c(C)c2)S(=O)(=O)c2c(C)nn(C)c2C)cc1,-0.8,8.3,8.5,0.1
O=C1CC(N2CCC(O)CC2)C(=O)N1c1ccc(I)cc1 (stereo not given),1.4,-11.0,-4.2,-0.2
CCOC(=O)N1CCN(C(=O)C(=O)Nc2ccc3nc4n(c(=O)c3c2)CCCCC4)CC1,0.0,5.6,-0.5,-0.1
CC(C)CC(NC(N)=O)C(=O)OCC(=O)NC(=O)NC1CCCC1 (stereo not given),-0.1,-0.5,1.6,0.0
O=C(CSc1nc2ccccc2s1)Nc1ccc(F)c([N+](=O)[O-])c1,0.5,10.5,12.4,0.4
O=C(NC1CCCC1)c1ccc(CNc2c(NC3CCCCC3)c(=O)c2=O)cc1,3.3,-1.2,4.2,-0.2
CCOC(=O)c1sc2cc([N+](=O)[O-])cc(Sc3ccccc3)c2c1N,0.5,7.3,4.2,0.1
COC(=O)C1=C(C)N(Cc2ccccc2)C(=O)/C1=C\c1ccccc1Cl,0.1,6.0,-3.6,-0.2
Cc1ccc(NC(=O)Nc2nnc(N3CCCCCC3)s2)cc1Cl,0.6,0.5,3.2,-0.2
O=C(/C=C/c1cccc([N+](=O)[O-])c1)n1nnc2ccccc21,-0.1,-3.1,-6.2,-0.1
O=C(CS(=O)(=O)c1ccccc1)Nc1ccc2c(c1)OCCO2,3.0,-2.9,7.4,-0.2
O=C1CCN(CC(=O)Nc2ccc(Cl)cc2C(F)(F)F)CC1,1.2,-0.3,49.3,0.2
COc1ccc(-c2n[nH]c(=S)n2Cc2ccco2)cc1OC,1.4,-6.9,-13.2,-0.1
O=C1CC(N2CCCCC2)C(=O)N1c1ccc(F)c(Cl)c1 (stereo not given),2.1,1.8,-1.8,-0.3

# Of the compounds above, 2 have a furan ring, fused or not.
SMILES,GPR151 ag,TEAD-YAP block,MITF inh,FBW7 act
CS(=O)(=O)c1cccc(C(=O)Nc2c(C(N)=O)oc3ccccc23)c1,1.4,12.4,18.1,0.3
COc1ccc(-c2n[nH]c(=S)n2Cc2ccco2)cc1OC,1.4,-6.9,-13.2,-0.1

# Other entries
SMILES,GPR151 ag,TEAD-YAP block,MITF inh,FBW7 act
COc1cccc(N2C(=O)c3ccc(C(=O)NN4C(=O)c5ccccc5C4=O)cc3C2=O)c1,-0.5,12.3,-5.4,-0.1
CCN1CCN(CCNC(=O)c2ccc3c(c2)NC(=O)c2ccccc2N3)CC1,3.2,-4.9,4.4,0.0
Cc1cc(NC(=O)CSc2ccc(-c3nc4cc(C)c(C)cc4[nH]3)cn2)no1,0.5,-55.2,7.3,0.0
COC(=O)c1c(-c2cccnc2)csc1NC(=O)c1cc(C)on1,1.3,-73.5,-2.7,0.0
CC(=O)c1ccccc1OC(=O)C1CC(=O)N(c2ccc(Cl)cc2)C1 (stereo not given),-1.6,3.1,4.8,0.0
CN(C)c1ccc(/C=C2/C(=O)NC(=O)N(C(C)(C)C)C2=O)cc1,-0.1,3.9,-20.8,0.1
CCOC(=O)C1=C(C)NC2=C(C(=O)CC(c3ccc(OC)c(OC)c3)C2)C1c1ccccc1OC(C)C (stereo not given),1.2,-2.6,-1.3,0.1
COC(=O)CN1C(=O)S/C(=C/c2sccc2C)C1=O,0.4,-22.5,10.4,0.1
CN(C)CC(O)CN1C(=O)N(CN2C(=O)N(CC(O)CN(C)C)C(=O)C2(C)C)C(C)(C)C1=O (stereo not given),0.2,10.6,25.5,0.1
CCN1CCN(Cc2c(C)[nH]c3c(ccc4ccccc43)c2=O)CC1,-0.2,-8.3,-1.6,0.1
COc1ccc(NC(=O)CN2CCN(CC(=O)Nc3ccccc3OC)CC2)c(OC)c1,0.2,-1.7,-6.4,-0.1
COc1ccc(C(=O)Nc2cccc(-c3nnc(-c4ccccc4)o3)c2)c(OC)c1,2.5,-6.7,6.8,0.3
CCC(C)n1c(SCc2ccccc2Cl)nc2ccsc2c1=O (stereo not given),1.0,51.1*,1.2,-0.2
COc1ccc(CNC(=O)Nc2cccc3ccccc23)cc1,2.1,-4.0,3.7,-0.2
CCc1ccc(C(=O)NNC(=O)CCC2CCCCC2)cc1,0.5,0.8,-5.5,0.2
COCCN(Cc1ccccn1)C(Cc1ccccc1)C1CCN(C(C)=O)CC1 (stereo not given),0.9,3.7,18.8,0.0
O=C(NC1CCCC1)C1CCCN(S(=O)(=O)c2cnc[nH]2)C1 (stereo not given),-0.5,8.5,15.2,0.7
COc1cccc(NC(=O)c2ccc(NC(=O)C3CC(=O)OC34CCCCC4)cc2)c1 (stereo not given),-1.5,6.3,4.4,0.2
Cc1cc(/C=N/O)c(O)c(/C=N/O)c1,0.2,5.9,6.0,-0.1
CC1(C)CC(=O)C2=C(C1)Nc1ccc3ccccc3c1C2c1cccnc1 (stereo not given),2.5,-3.5,-8.8,0.2
CCOC(=O)C1CCN(Cc2cnc(NC(=O)OC)s2)CC1,0.9,9.9,7.4,0.0
CCCCOc1ccc(-c2nn(-c3ccccc3)cc2/C=c2\sc3ncnn3c2=O)cc1,-0.8,-6.4,0.8,-0.1
O=C(Nc1ccc(N2CCOCC2)cc1)c1ccnc(Nc2ccc(-n3ccnc3)cc2)c1,-2.2,-0.1,28.9,-0.2
O=C(/C=N/O)NCCCNCCCNCc1ccccc1,-0.7,-0.6,-40.9,-0.2
CCOc1ccccc1N(CC(=O)NC(C)(C)C)S(=O)(=O)c1ccc(SC)cc1,-1.4,-2.2,8.1,0.0
COCCNC(=O)c1ccc(-c2cnn(-c3ccc(Br)cc3)c2)nc1,0.0,-10.7,-5.2,0.7
COc1ccccc1CN1C(=O)CN(C2CCCCC2)C(=O)C1c1ccc(OC(C)C)c(OC)c1 (stereo not given),-2.2,5.3,-12.6,0.2
CCOC(=O)c1c(C)oc2ccc(N(C(C)=O)S(=O)(=O)c3ccc(OC)cc3)cc12,-0.1,14.1,8.7,-0.1
Fc1cccc(CN2CCc3nnc(-c4ccccc4)n3CC2)c1F,0.2,5.0,8.9,0.1
CS(=O)(=O)c1cccc(S(=O)(=O)N2CCC(c3nc(-c4ccnnc4)no3)CC2)c1,0.3,-6.8,7.5,0.1
CC(C)c1ccc(-c2c(NC(C)(C)C)c(=O)c2=O)cc1,1.2,4.6,7.9,0.1
CCOc1ccc2ccccc2c1/C=N/NC(=O)CN1CCOCC1,0.3,-5.2,2.4,-0.1
CCCC(=O)Nc1cccc(C(=O)Nc2ccc(C(=O)O)cc2)c1,-0.6,-3.6,-4.7,-0.1
CCC1(C(=O)O)NC(c2ccccc2O)C2C(=O)N(c3cccc(Cl)c3)C(=O)C21 (stereo not given),0.0,11.7,-9.2,0.0
CCOC(=O)CSc1nc2cc(OC)ccc2cc1C,-0.6,1.1,-11.8,-0.1
CCOC(=O)c1c(NC(=O)CSc2nnc(CNC(=O)Cc3ccc(OC)cc3)n2-c2ccc(F)cc2)sc2c1CCC2,-0.4,-5.1,19.6,0.2

# 7 entries from above, sorted by length of the SMILES, smallest number first.
SMILES,GPR151 ag,TEAD-YAP block,MITF inh,FBW7 act
CCOC(=O)CSc1nc2cc(OC)ccc2cc1C,-0.6,1.1,-11.8,-0.1
CC(C)c1ccc(-c2c(NC(C)(C)C)c(=O)c2=O)cc1,1.2,4.6,7.9,0.1
CCCC(=O)Nc1cccc(C(=O)Nc2ccc(C(=O)O)cc2)c1,-0.6,-3.6,-4.7,-0.1
COCCNC(=O)c1ccc(-c2cnn(-c3ccc(Br)cc3)c2)nc1,0.0,-10.7,-5.2,0.7
CCOc1ccccc1N(CC(=O)NC(C)(C)C)S(=O)(=O)c1ccc(SC)cc1,-1.4,-2.2,8.1,0.0
COc1ccccc1CN1C(=O)CN(C2CCCCC2)C(=O)C1c1ccc(OC(C)C)c(OC)c1 (stereo not given),-2.2,5.3,-12.6,0.2
CCOC(=O)c1c(NC(=O)CSc2nnc(CNC(=O)Cc3ccc(OC)cc3)n2-c2ccc(F)cc2)sc2c1CCC2,-0.4,-5.1,19.6,0.2

# The list continues:
SMILES,GPR151 ag,TEAD-YAP block,MITF inh,FBW7 act
CCCCOc1ccc(C(=O)NCC(=O)N2CCC(=O)CC2)cc1,0.2,0.6,-11.8,-0.1
COc1cc(Nc2ccnc(Nc3ccccc3)n2)cc(OC)c1OC,-0.2,17.7,13.0,-0.2
CC(=O)Nc1ccc(N2C(=O)C=CC2=O)cc1,1.3,-1.9,1.3,-0.3
COCCCNC(=O)c1cc2cc3ccc(C)cc3nc2o1,0.1,-28.8,-9.0,-0.2
COc1ccc2nc(NS(=O)(=O)c3ccc(Cl)cc3)c(Nc3cccc(NC(C)=O)c3)nc2c1,2.1,3.6,10.1,0.0
CC1CC(C)CN(S(=O)(=O)c2ccc(Cl)c(C(=O)O)c2)C1 (stereo not given),-0.4,-6.0,-4.6,0.1
COc1cc(CN2CCc3nnc(-c4ccccc4)n3CC2)ccc1O,-0.7,-6.1,15.4,0.2
O=[N+]([O-])c1cccc2c1OC1(N3CCOCC3)CCCCC1=C2 (stereo not given),1.9,1.9,8.6,-0.1
CN(C)c1ccc(/C=N/NC2NC(=O)C(CC(=O)O)S2)cc1 (stereo not given),-0.7,9.8,1.3,0.0
Cc1cc(C)c(NC(=O)c2ccc(C)o2)c(C)c1,-1.5,-9.1,18.6,0.2
Cc1ccc(NC(=O)CN2C(=S)NC(C)(C)CC2C)cc1F (stereo not given),-2.0,-14.4,1.1,0.0
Cc1c(C(=O)OC(C)C)sc(NC(=O)c2cccc([N+](=O)[O-])c2)c1C(N)=O,-1.1,10.2,7.8,0.2
CC(=O)N1CCOc2cc(S(=O)(=O)NCc3ccc4c(c3)OCO4)c(Cl)cc21,-2.9,-6.5,6.0,0.1
CCOC(=O)C1(CC)NC(c2ccco2)C2C(=O)N(c3ccc(C)cc3)C(=O)C21 (stereo not given),0.6,5.6,-4.0,-0.3
COc1ccc(Cl)cc1C(=O)N1CCCC1,0.0,1.9,-6.0,0.1
CCOC(=O)COc1ccc(S(=O)(=O)Nc2ccc(Br)cc2F)cc1,4.0,-8.2,-10.7,0.5
O=C(NC(Cc1ccccc1)C(=O)O)C1CCCCC1 (stereo not given),0.5,1.4,17.9,-0.1
CN1CCN(CC(=O)N/N=C\c2ccsc2)CC1,0.7,0.8,25.5,-0.1
CCSCCOC(=O)C1=C(C)NC2=C(C(=O)CC(C)(C)C2)C1c1ccc(C(=O)OC)cc1 (stereo not given),1.1,12.4,-10.2,-0.1
Cc1ccc(/C=C/C(=O)NC2=NCCS2)cc1,-1.9,-19.4,1.6,-0.2
